High-throughput results from PubChem BioAssay.
SRC1 TRFRET art = counter-screen for PPARgamma SRC-1 recruitment agonists: TR-FRET artefact; TR-FRET detection artefact counter-screen, emission ratio; active compounds read high; TR-FRET ratio at 8 µM; 99,000 compounds, 0.34% hits; AID 1051; in the data active = TR-FRET ratio above about 2300; note: inactives centre near 1800; reference of the scale not given here
SRC3 TRFRET art = flags TR-FRET format artefacts in PPARgamma SRC-3 recruitment agonist screen; TR-FRET artefact counter-screen, PPARgamma/SRC-3 format; active compounds read high; TR-FRET ratio at 8 µM; 99,000 compounds, 0.39% hits; AID 1048; in the data active = TR-FRET ratio above about 2000; note: inactives centre near 1600; reference of the scale not given here
* hit, by the source's call. Not all compounds are listed. The share of hits here may be higher or lower than overall.

molecule	SRC1 TRFRET art	SRC3 TRFRET art
COc1ccc(CCN(Cc2cc3ccc(C)cc3n3nnnc23)C(C)=O)cc1OC	2001	1700
COc1cccc(NC(=S)/C(=C(\[O-])c2ccc([N+](=O)[O-])cc2)[n+]2ccccc2)c1	1569	1569
CCOc1ccc(NC(=O)C2CC(=O)OC2c2ccccc2)cc1 (centres undefined)	1955	1437
Cc1ccc(NC(=O)CSc2ncccn2)cc1F	1521	1447
CCN(CC)c1ccc(C(=S)NCc2ccccc2)cc1	1875	1434
Cc1nn(C(C)C(=O)NCc2cccs2)c(C)c1[N+](=O)[O-] (centres undefined)	1702	1467
CC1(C)CC(=O)c2c(O)c(-c3ccccc3)c(=O)n(-c3ccccc3)c2C1	1842	1745
CCC(=O)N/N=C/c1ccc(-c2ccc([N+](=O)[O-])cc2)o1	1814	1448
O=C(c1cccnc1NCc1ccc(F)cc1)N1CCOCC1	2063	1747
CCOC(=O)Cc1ccc2sc(-c3ccccc3)nc2c1	2106	1749
O=C(COC(=O)CCCCCN=C1NS(=O)(=O)c2ccccc21)Nc1ccc(Cl)c(Cl)c1	1835	1831
CCOc1ccccc1-c1cc(C(=O)N/N=C/c2ccc(O)c(OC)c2)c2ccccc2n1	1703	1603
C=CCN1C(=O)N(c2ccc(Cl)cc2)C(=O)C1CC(=O)Nc1ccc(F)cc1 (centres undefined)	1714	1584
O=C(CN1CCN(c2ccccc2F)CC1)Nc1nnc(C(F)(F)F)s1	1876	1447
Cc1ccc(NC(=S)/N=C(\N)Nc2nc(C)c3ccccc3n2)cc1C	1654	1698
CCc1ccc(NC(=O)Cn2cnc3c(=O)n(C)c(=O)n(C)c32)cc1	2058	1771
O=C(COC(=O)C1CCN(S(=O)(=O)c2ccc3c(c2)OCCO3)CC1)Nc1cc(C(F)(F)F)ccc1Cl	1721	1742
CCOC(=O)c1cnc2c(-c3ccccc3OC)c(C)nn2c1C	1738	1786
COCC1CCCN(Cc2cn(Cc3ccccc3)nc2-c2cc3ccccc3o2)C1 (centres undefined)	1675	1556
O=S(=O)(c1cccc2nsnc12)N1CCN(C/C=C/c2ccccc2)CC1	1674	1387
CN(C)c1ccc(/C=C2/SC(=O)N(CCN=C3NS(=O)(=O)c4ccccc43)C2=O)cc1	2118	1825
CCn1c(COc2cc(C)ccc2C(C)C)nnc1SCC(=O)Nc1nccs1	1520	1415
COc1ccc(OC)c(NC(=O)NCCc2cccc(Cl)c2)c1	1897	1777
N#Cc1ccsc1NC(=O)COc1ccc(-c2nnco2)cc1	1669	1439
COc1cccc(NC(=S)N(CCN2CCCCC2)Cc2ccco2)c1	1729	1488
Cc1nc2ccccn2c1-c1csc(Nc2cccc(O)c2)n1	1891	1859
Cc1ccc(N=Cc2c(O)n(-c3nccs3)c(=O)c3ccccc23)c(C)c1	1448	1566
O=C(Nc1ccccc1Br)C(=O)N1CCCC1	1491	1521
CC(C)(CNc1ccc([N+](=O)[O-])cc1C#N)N1CCOCC1	1562	1535
COc1ccc(S(=O)(=O)N=Nc2c(O)[nH]c3ccccc23)cc1	1916	1826
COCC(C)n1c(COc2ccccc2F)nnc1SCC(=O)c1c(N)n(C)c(=O)n(C)c1=O (centres undefined)	1704	1663
COc1ccc(C(C)NC(=O)c2ccc(Cl)cc2)cc1OC (centres undefined)	1697	1353
CC(=O)Nc1ccc(C(=O)OCc2ccccc2Cl)cc1	1847	1384
O=c1c(C/C=C/c2ccccc2)c(O)ccn1Cc1ccc(Cl)cc1Cl	1977	1329
COc1cccc(CN2CCN(c3nc4nonc4nc3NC3CC3)CC2)c1	1738	1581
O=C(Oc1ccc(C(=S)N2CCOCC2)cc1Br)c1ccccc1F	1558	1429
COc1ccc(/C=C/C(=O)OCC(=O)Nc2ccc(Cl)cc2F)cc1S(=O)(=O)N1CCOCC1	1607	1464
CCOc1ccc(N(CC(=O)Nc2ccccc2)S(C)(=O)=O)cc1	1964	1700
CCN(c1ccccc1)S(=O)(=O)c1cccc(C(=O)NCC(c2cccs2)N(C)C)c1 (centres undefined)	2027	1398
Cc1c(NC(=O)CN2C(=O)NC3(CCCC3)C2=O)c(=O)n(-c2ccccc2)n1C	1883	1371
CCN(CC)S(=O)(=O)c1cccc(-c2n[nH]c(=S)n2C)c1	1851	1494
CCCN(CCC)c1nc(N(CCC)CCC)[nH]c(=O)n1	1949	1647
CCOc1ccc(OCC)c(NC(=O)C2C3C=CC(O3)C2C(=O)NCc2ccco2)c1 (centres undefined)	1751	1563
COc1ccc(-n2c(CNC(=O)COc3ccc(Cl)cc3)n[nH]c2=S)cc1	1903	1739
COc1ccc(OC)c(NC(=O)[C@@H]2CCCN2C(=O)c2cccs2)c1	1800	1390
COc1ccccc1N(C)S(=O)(=O)c1ccc(C(=O)OC(C)C(=O)NCc2ccc3c(c2)OCO3)cc1 (centres undefined)	1522	1370
CCOC(=O)c1c(NC(=O)c2noc(C)c2[N+](=O)[O-])sc(C(C)=O)c1C	1872	1772
CCCCNCc1cc(Br)c(OCC(=O)NCc2ccccc2)c(OC)c1	1684	1799
C=CCN1C(=O)C(Cc2ccc(OC)cc2)SC1=Nc1ccc(C(=O)O)cc1 (centres undefined)	1681	1523
O=C(NCc1ccc2c(c1)OCO2)C(=S)N1CCOCC1	1775	1461
COC(=O)c1cc(=O)nc2scc(C)n12	1963	1721
Cc1[nH]c2ccccc2c1N=Nc1cccc(C(=O)O)c1	1927	1636
CCC(C)(C)C1CCC(=NNC(=S)Nc2cccnc2)CC1 (centres undefined)	1943	1537
COc1cccc(CN(C)CC(=O)Nc2sc3c(c2C#N)CCC3)c1	1963	1779
Cc1c(NC(=O)C(C)N2C(=O)NC3(CCC(C)CC3)C2=O)c(=O)n(-c2ccccc2)n1C (centres undefined)	1911	1806
CCCN(CCC)S(=O)(=O)c1ccc(C(=O)Nc2nc3c(s2)CCc2ccccc2-3)cc1	1798	1652
Oc1ccc(/C=C/c2ccc3ccccc3n2)cc1	1805	1536
CCOC(=O)Cn1c2c(c(=N)c3c1CCC3)CCCC2	1795	1607
COc1ccc(OCCNC(=O)c2ccccc2OCC(=O)Nc2ccc(NC(C)=O)cc2)cc1	1706	1829
Cc1ccc(OCCN2CCN(CC(O)Cn3c4ccccc4c4ccccc43)CC2)cc1 (centres undefined)	1984	1700

(cont.)
molecule	SRC1 TRFRET art	SRC3 TRFRET art
COc1ccc(-n2c(Cc3cccn3C)nnc2SCC(=O)N2CCC(C)CC2)cc1	1746	1474
CC(C)(C)c1ccccc1OCCCCCn1ccnc1	1634	1433
CCN(CC)S(=O)(=O)c1cc(NC(=O)CSc2nnc(-c3cccs3)o2)ccc1C	1876	1705
O=C(CCCc1nc(-c2ccccc2)no1)Nc1cccnc1	1587	1536
CCOC(=O)c1c(NC(=O)CSc2nncs2)sc(C)c1-c1ccccc1	1748	1452
CCc1ccc(NC(=O)COc2ccc(/C=C(/C#N)c3nc4ccccc4[nH]3)cc2OC)cc1	1524	1534
Cc1cccc(NS(=O)(=O)c2ccc3c(c2)Cc2cc(S(=O)(=O)Nc4cccc(C)c4C)ccc2-3)c1C	1910	1575
CCOC(=O)C1=C(N)OC2=C(C(=O)CCC2)C1c1cccnc1 (centres undefined)	1823	1691
C=CCn1c(=O)c(C(=O)NCCc2ccccc2)c(O)c2ccccc21	1739	1554
COc1ccc(C2C(C(=O)c3ccco3)=C(O)C(=O)N2CC2CCCO2)cc1 (centres undefined)	2130	1567
CCNC(=O)/C(=C\c1ccccc1)NC(=O)/C=C/c1ccccc1	1673	1472
O=C(O)CCCCn1c(SCC(=O)Nc2ccccc2C(F)(F)F)nc2ccsc2c1=O	1931	1793
O=C(NNC(=O)c1sccc1-n1cccc1)Nc1ccccc1	1852	1511
CCN(C(=O)CSc1nnc2ccccn12)C1CCS(=O)(=O)C1 (centres undefined)	1905	1517
CC(=O)Oc1c(-c2ccco2)oc2ccccc2c1=O	1358	1561
CCOC(=O)N1CCC(NC(=O)CCC(=O)c2ccccc2)CC1	1783	1573
O=C(Nc1c[nH]c(=O)[nH]c1=O)c1ccc([N+](=O)[O-])cc1	1941	1439
CCOC(=O)c1cnc2nc(SC)nn2c1N	1910	1689
O=C(Oc1ccc(/C=N/Nc2nc(N3CCCCC3)nc(N3CCCCC3)n2)cc1)c1ccco1	1818	1493
CCC(c1nnnn1Cc1ccc(F)cc1)N1CCN(C)CC1 (centres undefined)	1864	1466
O=c1c(Cl)c(N2CCN(S(=O)(=O)c3ccccc3)CC2)cnn1-c1ccccc1	1923	1654
O=C1OCC2=C1C(c1ccc(F)cc1)c1cc3c(cc1N2)OCO3 (centres undefined)	1851	1511
COc1ccc(NC(=S)NNC(=O)Cn2nc(C(F)F)cc2C(F)F)cc1	1930	1482
CN(Cc1ccccc1)S(=O)(=O)c1ccc(Cl)c(C(=O)NCc2ccc3c(c2)OCO3)c1	1748	1728
NS(=O)(=O)c1ccc(CNC(=O)/C=C/c2ccc(Cl)c(Cl)c2)cc1	1753	1479
CCOC(=O)c1ccc2c(c1)NC(=O)C(N1CCN(c3ccc(OC)cc3)CC1)S2 (centres undefined)	1590	1618
O=C(CCC(=O)NNC(=O)COc1ccc(Br)cc1Br)NCc1ccccc1	1682	1541
Cc1ccc(C(=O)Nc2cccnc2)cc1S(=O)(=O)N1CCCCC1	2012	1693
CC(C)Oc1cccc(C(=O)C2CCCN(Cc3cnc(N4CCCC4)s3)C2)c1 (centres undefined)	1705	1769
O=C(COC(=O)c1cn(-c2ccccc2)nc1-c1cccnc1)NC1CC1	1609	1613

As entered above.
O=C(O)CCCCn1c(SCC(=O)Nc2ccccc2C(F)(F)F)nc2ccsc2c1=O | SRC3 TRFRET art: 1793
COc1ccc(OC)c(NC(=O)[C@@H]2CCCN2C(=O)c2cccs2)c1 | SRC1 TRFRET art: 1800

Back to the main list, repeating the five entries before the break.
molecule	SRC1 TRFRET art	SRC3 TRFRET art
CCOC(=O)c1ccc2c(c1)NC(=O)C(N1CCN(c3ccc(OC)cc3)CC1)S2 (centres undefined)	1590	1618
O=C(CCC(=O)NNC(=O)COc1ccc(Br)cc1Br)NCc1ccccc1	1682	1541
Cc1ccc(C(=O)Nc2cccnc2)cc1S(=O)(=O)N1CCCCC1	2012	1693
CC(C)Oc1cccc(C(=O)C2CCCN(Cc3cnc(N4CCCC4)s3)C2)c1 (centres undefined)	1705	1769
O=C(COC(=O)c1cn(-c2ccccc2)nc1-c1cccnc1)NC1CC1	1609	1613
Nc1nc(CSC(=S)N2CCOCC2)nc(Nc2ccc(F)cc2)n1	1768	1387
COc1ccc(-c2csc(NC(=O)CSc3nnc(Nc4ccccc4C)s3)n2)cc1	2125	1849
CN(C)C(=O)C[n+]1cccc(/C=N/O)c1	1946	1679
C=C(C)Cn1c(-c2cccs2)n[nH]c1=S	2050	1761
C#CCSc1[nH]c(=O)cc(C)c1C#N	1589	1359
CCNC(=S)N1CCN(CC(=O)Nc2ccc(Br)cc2)CC1	1836	1419
O=C(CSc1nc2ccccc2c(=O)n1CCCO)N1CCc2ccccc21	1766	1706
CSC1=NCCN1C(=O)C12CC3CC(CC(C3)C1)C2	1458	1435
Cc1cc(C)c(-c2c(O)c3cnn(-c4ccccc4)c3[nH]c2=O)c(C)c1	1606	1698
Cc1c(NC(=O)c2c(O)c3ccccc3n(C)c2=O)c(=O)n(-c2ccccc2)n1C	1948	1756
Nc1nnc(CCS(=O)(=O)c2ccc(Br)cc2)s1	1843	1602
N#Cc1c(N)oc(-c2ccccc2)c1-c1ccccc1	2091	1854
Cc1cc(C)cc(NC(=S)NC2CC3CCCC(C2)N3CC(C)C)c1 (centres undefined)	1658	1719
N#CCO/N=C/C(=O)Nc1ccc(F)cc1F	1874	1686
S=c1[nH]nc(Cn2nnc3ccccc32)n1-c1ccc(Cl)cc1	1833	1611
CCOc1ccc(NC(=O)C(=O)N/N=C/c2ccccc2F)cc1	1541	1491
Cc1ccc(C)c(S(=O)(=O)N/N=C/c2ccc(C(=O)O)cc2)c1	1795	1515
O=C(O)COc1ccc(Nc2ccccc2)cc1	2119	1535
CC(C)NCCCCOc1ccccc1-c1ccccc1	1993	1598
COc1cc(CCC(=O)Nc2ccc(Cl)c(C(F)(F)F)c2)cc(OC)c1OC	1816	1528
O=C(/C=C/c1ccc([N+](=O)[O-])cc1)NCc1ccccn1	1692	1370
Cc1cccc(-n2[nH]c(C)c(C=Nc3ccc4[nH]c(=O)[nH]c4c3)c2=O)c1	1682	1495
CCCN1c2cccc3cccc(c23)S1(=O)=O	2003	1616
Cc1ccc2sc(NNC(=O)c3cc(-c4cccs4)nc4ccccc34)nc2c1C	1665	1531
C=C(C)Cn1c(C)cc(C)c(S(=O)(=O)c2cccc(C)c2)c1=O	2141	1798
